bIAP act: bovine intestinal alkaline phosphatase activators, primary screen, biochemical, bovine IAP, CDP-star luminescence; activation factor at 20 µM; 200,000 tested, 0.17% active; purified bovine IAP, 30 min; stronger effect = higher value; fold of DMSO-control signal, blank-subtracted; alkaline phosphatase, intestinal [Bos taurus];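 active = activation factor of 2 or more at 20 µM, a signal rise over negative controls twice the positive control's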
TNAP act hiacc: TNAP activators at high phosphate acceptor level, primary screen, biochemical, luminescence, uHTS | Alkaline phosphatase, tissue-nonspecific isozyme (Homo sapiens), P05186 | purified TNAP, CDP-star luminescence, 1 M DEA, 30 min; stronger effect = higher value; 0 = EDTA background, 1 = DMSO-only activity | activation factor at 20 µM | 200,000 tested, under 10 active;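 active = activation factor at least 2 at 20 µM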
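Dosing: 20 µM single point. System: human TNAP. Amount: TNAP 1/800 final. Incubation: 30 min, room temperature. Read-out: TNAP activation factor scaled between EDTA and DMSO control wells. Signal: luminescence from CDP-star hydrolysis. Medium: 1 M DEA, pH 9.8, Mg2+, Zn2+. Control set: EDTA negative control, DMSO positive control.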
PPARg SRC-2 ag: agonists of PPARg-SRC-2 recruitment, primary screen, biochemical, HTS | Peroxisome proliferator-activated receptor gamma (Homo sapiens), P37231 | PPARgamma LBD-SRC-2 recruitment | activation, % at 8 µM | 200,000 tested, 0.34% active | AID 1032, 2008; in the data active = activation above about 22%;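 note: 0% = vehicle and 100% = reference agonist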
Target sequence (P37231 whole entry, looked up, the tested form may be a part): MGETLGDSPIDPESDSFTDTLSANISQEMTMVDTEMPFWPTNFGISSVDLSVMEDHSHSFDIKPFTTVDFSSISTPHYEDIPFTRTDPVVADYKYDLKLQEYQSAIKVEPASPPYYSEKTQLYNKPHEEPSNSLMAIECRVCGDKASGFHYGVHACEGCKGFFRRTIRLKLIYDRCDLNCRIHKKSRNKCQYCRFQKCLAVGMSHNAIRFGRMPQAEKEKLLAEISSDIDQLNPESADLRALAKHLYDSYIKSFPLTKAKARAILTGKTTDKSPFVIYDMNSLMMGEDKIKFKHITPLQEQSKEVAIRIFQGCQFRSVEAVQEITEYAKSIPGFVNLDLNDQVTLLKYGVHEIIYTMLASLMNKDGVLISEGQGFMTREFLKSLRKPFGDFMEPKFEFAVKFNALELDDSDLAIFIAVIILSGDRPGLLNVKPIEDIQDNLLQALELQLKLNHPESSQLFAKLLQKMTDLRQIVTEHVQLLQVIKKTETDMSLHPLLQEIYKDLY
ROMK primary: ROMK potassium channel modulators, primary screen, cell-based, thallium flux, MLSMR library. Tet-inducible ROMK, thallium flux fluorescence; actives lie on both sides. ATP-sensitive inward rectifier potassium channel 1 (Homo sapiens), P48048. AID 1918, 2009. B-score at 10 µM. 130,000 tested, 2% active;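 active = signal ratio slope over the read window, or its plate-corrected B-score, at least 3 SD from the plate mean, either direction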;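 note: B-score of the F/F0 ratio slope over 7 to 12 s after thallium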
Target sequence (P48048 whole entry, looked up): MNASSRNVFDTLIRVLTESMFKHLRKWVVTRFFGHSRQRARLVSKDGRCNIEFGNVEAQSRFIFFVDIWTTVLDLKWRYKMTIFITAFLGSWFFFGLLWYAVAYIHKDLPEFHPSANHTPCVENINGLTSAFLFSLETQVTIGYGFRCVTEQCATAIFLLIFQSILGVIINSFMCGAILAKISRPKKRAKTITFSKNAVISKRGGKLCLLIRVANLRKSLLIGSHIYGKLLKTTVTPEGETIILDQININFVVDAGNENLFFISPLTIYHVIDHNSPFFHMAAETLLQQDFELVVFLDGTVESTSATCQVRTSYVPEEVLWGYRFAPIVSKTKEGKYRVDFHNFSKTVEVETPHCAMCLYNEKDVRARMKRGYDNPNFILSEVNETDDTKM
bIAP inhibitor: bovine intestinal alkaline phosphatase inhibitors, primary screen, selectivity assay for TNAP inhibitor project, biochemical, bovine IAP, CDP-star luminescence. alkaline phosphatase, intestinal [Bos taurus]. purified bovine IAP, 30 min. inhibition, % at 20 µM. 190,000 tested, under 10 active;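 active = over 50% inhibition of intestinal alkaline phosphatase at 20 µM in the single-dose screen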
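System: purified bovine intestinal alkaline phosphatase (IAP) enzyme; Input: IAP diluted 1/65,000,000 in the well; Measured by: CDP-star luminescence signal; Compound dosing: 20 µM single dose; Incubation: 30 min reaction at room temperature.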
STAT3 blocker: IL-6 driven STAT3 reporter inhibitors, primary screen, U3A cells, luciferase, luminescence, MLSCN library; inhibition, % at 5.5 µM; 190,000 tested, 0.89% active; IL-6 STAT3-luciferase reporter; host cell line lacks STAT1;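 active = inhibition above the mean inhibition across all screened compounds plus 3 SD, cut at about 44% in these data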;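 note: 0% = DMSO only wells and 100% = 100 µM nifuroxazide control wells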
PPARg SRC-3 ag: PPARgamma agonists recruiting SRC-3 coactivator, primary screen, biochemical; Peroxisome proliferator-activated receptor gamma (Homo sapiens), P37231; activation, % at 8 µM; biochemical PPARgamma/SRC-3 coactivator recruitment assay; 200,000 tested, 0.26% active; AID 731, 2007; in the data active = activation above about 23%;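 note: 0% = DMSO and 100% = reference agonist; some compounds past the cut are filed as inactive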
STAT3 act: IL-6 driven STAT3 reporter potentiators, primary screen, U3A cells, luciferase, luminescence, MLSCN library; IL-6 STAT3-luciferase reporter; 100% = signal with IL-6 EC80 alone; activation (% of control), % at 5.6 µM; 190,000 tested, 0.91% active;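 active = activation above the screen-wide mean of compound activation plus 3 SD, cut at about 130% in these data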;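 note: 0% = background luminescence of wells with medium and substrate only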
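Test system: STAT3-luciferase reporter U3A cells; Detection: reporter luminescence signal; Times: 1 h compound pre-exposure, 6 h IL-6 stimulation, 37 °C; Benchmarks: IL-6-only high control; Also added: IL-6 stimulus at 33 ng/mL final.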
PPARg SRC-1 ag: PPARgamma agonists recruiting SRC-1 coactivator, primary screen, biochemical. activation, % at 8 µM. 200,000 tested, 0.41% active. PPARgamma-SRC-1 coactivator recruitment biochemical assay; in the data active = activation above about 19%;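 note: 0% = DMSO and 100% = reference agonist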
TR-FRET SRC-2 ct: TR-FRET signal artefacts, primary screen, artefact control for PPARgamma SRC-2 agonist project, biochemical; AID 1049, 2008; TR-FRET artefact counter-screen; stronger effect = higher value; 200,000 tested, 0.4% active; TR-FRET ratio at 8 µM; in the data active = TR-FRET ratio above about 2000; note: inactives centre near 1500
STAT1 blocker: STAT1 signaling inhibitors, primary screen, cell-based, HTS, luciferase reporter; NIH 3T3 STAT1-luciferase reporter, IFN-gamma, luminescence; inhibition, % at 5.5 µM; 200,000 tested, 0.35% active; AID 920, 2007;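 active = inhibition above a set limit, the mean inhibition across all tested compounds plus 3 SD, cut at about 34% in these data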;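 note: 0% = IFN-gamma with DMSO and 100% = IFN-gamma with 300 µM nifuroxazide; values of inactives mirror those of a sister screen read the other way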
* marks the source's active call; other numbers are inactive results; / = no result given. Hits appear at their usual frequency; about 3.7% have a hit in one of these screens.

Structure	bIAP act	TNAP act hiacc	PPARg SRC-2 ag	ROMK primary	bIAP inhibitor	STAT3 blocker	PPARg SRC-3 ag	STAT3 act	PPARg SRC-1 ag	TR-FRET SRC-2 ct	STAT1 blocker
COc1ccc(C)cc1S(=O)(=O)Nc1ccncc1	1.1	1	6	-0.079	-7	5	-1	101	7	1516	-1
CCOc1ccc(/C=C\C(C)=N\O)cc1	1.1	1.1	7	-0.13	-5	13	2	92	0	1490	-31
CC(C)Nc1nc(NC(C)C)nc(Nn2cnnc2)n1	1	1	1	1.8	-2	2	-2	100	-3	1494	-10
Cc1[nH]n(-c2ccccc2)c(=O)c1CCO	0.9	1.1	6	-0.033	7	6	-2	100	12	1546	-7
CCOCCCNC(=O)c1c[nH]c2cc(OC)ccc2c1=O	1	1	-10	1.3	1	2	-2	101	0	1463	-14
Cc1nnc(N(C)C(=O)c2cccnc2)s1	0.9	1	3	0.28	8	11	1	93	-1	1439	5
CCc1cccc(CC)c1N(COC)C(=O)Cn1ccccc1=N	0.7	1	0	0.65	26	6	9	98	-4	1583	2
Cn1c(=O)oc2cc(S(=O)(=O)N3CCCC(C(=O)Nc4ccccn4)C3)ccc21 (centres undefined)	1	1.1	-1	/	3	13	-10	93	-2	1424	7
COc1ccc(-c2onc(C)c2-c2cnn(-c3ccccc3)c2)c(O)c1C	1	1.1	-8	-0.3	2	6	-1	99	-7	1513	2
Cc1ccnc(SCC(=O)N2CCCc3ccccc32)n1	1	1.1	6	0.15	2	11	-3	101	11	1649	1
O=C(CN(Cc1ccco1)C(=O)CNS(=O)(=O)c1ccc(F)cc1)NCc1ccc(F)cc1	0.5	1	-4	/	/	0	4	103	6	1584	2
CCCOc1ccc(/C=N/Nc2ccccc2[N+](=O)[O-])c(OCCC)c1	1	0.8	-3	/	2	-2	3	102	-11	1448	7
O=C(c1ccc2ccccc2c1)N1CCN(c2ccc([N+](=O)[O-])c(N3CCOCC3)c2)CC1	0.9	1	12	-0.11	15	11	23	92	12	1547	3
Cc1ccc(-c2nc(NC(=O)CSc3ccc4ccccc4n3)ns2)cc1	0.9	1	-1	0.53	6	6	2	95	6	1421	4
CC(C)c1ccccc1NC(=S)N1CCN(S(=O)(=O)c2cccs2)CC1	0.9	1	-1	-0.065	10	-4	1	110	1	1633	-12
Cc1ccc(CNC(=O)/C(C#N)=C\c2ccc(N(C)C)cc2)cc1	0.8	1	3	-0.61	18	15	-1	92	1	1419	-5
O=C(CCl)Nc1cccc(-c2cnc3ccccc3n2)c1	0.9	0.9	7	-0.055	11	38	6	72	3	1577	26
O=C(COC(=O)C1CC(=O)N(Cc2ccco2)C1)c1ccc(OC(=O)c2ccco2)cc1 (centres undefined)	1.1	1.1	4	-0.014	-9	-4	0	103	12	1639	-8
COc1cccc(CC2(CO)CCCN(C(=O)c3cc[n+]([O-])cc3)C2)c1 (centres undefined)	1.1	1	-6	0.51	-12	6	-1	99	6	1446	-10
OCc1cn(-c2ccccc2)nc1-c1ccco1	1	1	0	-0.69	-3	13	4	94	2	1400	-9
Cc1ccc(-n2c(=O)[nH]cc(C(=O)Nc3ccc4c(c3)OCCO4)c2=O)cc1	0.9	0.9	1	0.76	9	8	12	95	16	1588	3
O=C(NCC1CCC(C(=O)O)CC1)OCc1ccccc1 (centres undefined)	1	1	-2	/	-1	9	-7	96	9	1571	6
O=C(CN1CCN(S(=O)(=O)c2ccc(F)cc2)CC1)Nc1ccccc1F	1.1	1.1	1	/	-10	-3	-11	106	6	1644	0
COc1ccccc1Sc1ccccc1/C=N/NC(N)=O	1.1	1	10	-0.027	-13	4	-3	98	-2	1442	6
COc1ccc([N+](=O)[O-])cc1NC(=O)CSc1ncccn1	0.9	1	9	-0.077	8	12	6	95	-2	1699	-3
CC1(C)CC(=O)C2=C(C1)OC(N)=C(C#N)[C@@]21C(=O)N(CC(N)=O)c2ccccc21	1	1	-1	-0.098	4	8	1	95	3	1706	5
Cc1nnc(SCCn2c(N3CCCCC3)nc3c2c(=O)n(C)c(=O)n3C)s1	/	/	0	-0.003	/	-3	11	104	11	1565	1
Cc1ccc(S(=O)(=O)N(C)C)cc1NC(=O)CSc1ncc(C(F)(F)F)cc1Cl	1	1	-4	0.1	-3	-2	1	104	7	1486	-2
CC(=O)CSc1ncnc2sc3c(c12)CCC3	1.2	1	10	-1.3	-16	24	6	85	6	1846	4
CC(C)(C)NC(=O)NC(=O)COC(=O)c1cccc(OC(F)F)c1	1.1	1	-5	0.15	-6	1	-2	104	-1	1674	-12
COC(=O)C1=C(C)N(c2ccc(OC)cc2)C(=O)/C1=C\c1cccs1	0.1	0.9	2	1.2	/	8	3	96	-5	1279	12
O=[N+]([O-])c1ccc2ccn(C3OCC(O)C(O)C3O)c2c1 (centres undefined)	0.9	1.1	-4	-0.57	10	-2	-2	104	-9	1507	7
O=C(Nc1ccc(Cl)cc1)c1cccnc1N1CCCCC1	1	1	0	/	4	9	-6	99	5	1650	3
COc1ccc(NC(=O)CC(C)C)c([N+](=O)[O-])c1	1	1.1	-1	/	5	-11	-1	109	4	1407	6
COc1ccc(S(=O)(=O)n2nc(OCc3cccs3)cc2N)cc1	0.9	1	12	/	7	/	0	/	-3	1709	10
Cc1ccc(N2C(=O)c3sc4nnc(C)c(=O)n4c3C2=O)cc1	1	1	13	0.66	5	16	1	89	1	1527	-1
CC(=O)N1C(C)(C)CC(=NOC(=O)c2ccc(C)cc2)CC1(C)C	1.2	1	-7	-0.11	-21	2	0	103	-9	1412	-2
Cc1nn(-c2ccccc2)c(Cl)c1C(=O)Nc1c(C)n(C)n(-c2ccccc2)c1=O	1	1	-3	/	0	2	-1	102	-1	1454	-2
Cc1ccc2nc(C)cc(N/N=C/c3ccc(F)cc3)c2c1	1	1	2	-0.47	0	-2	3	107	4	1571	-14
Cc1cc([N+](=O)[O-])ccc1NC(=O)c1ccco1	1.2	1	3	/	-15	21	0	83	0	1549	-5

An excerpt of these results, with two lines to a compound:
Each structure is followed by: bIAP act, TNAP act hiacc, PPARg SRC-2 ag, ROMK primary, bIAP inhibitor, STAT3 blocker, PPARg SRC-3 ag, STAT3 act, PPARg SRC-1 ag, TR-FRET SRC-2 ct, STAT1 blocker
CCOc1ccc(/C=C\C(C)=N\O)cc1
 : 1.1, 1.1, 7, -0.13, -5, 13, 2, 92, 0, 1490, -31
CCCOc1ccc(/C=N/Nc2ccccc2[N+](=O)[O-])c(OCCC)c1
 : 1, 0.8, -3, /, 2, -2, 3, 102, -11, 1448, 7
Cc1ccc(-n2c(=O)[nH]cc(C(=O)Nc3ccc4c(c3)OCCO4)c2=O)cc1
 : 0.9, 0.9, 1, 0.76, 9, 8, 12, 95, 16, 1588, 3

Later entries.
Structure	bIAP act	TNAP act hiacc	PPARg SRC-2 ag	ROMK primary	bIAP inhibitor	STAT3 blocker	PPARg SRC-3 ag	STAT3 act	PPARg SRC-1 ag	TR-FRET SRC-2 ct	STAT1 blocker
CC(C)(CSc1ncccn1)NS(=O)(=O)c1ccccc1	1.2	1	8	0.54	-15	2	-3	104	2	1558	-3
CCc1cc(C=C(Cl)Cl)oc(=O)c1C	0.9	1	2	/	13	16	1	89	2	1669	-4
CC(C)OC(=O)C1C2C=CC3(CN(Cc4cccs4)C(=O)C13)O2 (centres undefined)	0.9	1.1	-2	/	13	7	6	97	-2	1462	4
COc1ccc(S(=O)(=O)N2CCCOC2CNC(=O)C(=O)NCc2ccco2)cc1 (centres undefined)	1	1	1	-0.01	-4	-1	0	102	5	1479	-2
Cc1ccc2cc(CCNC(=O)c3cccc([N+](=O)[O-])c3)c(=O)[nH]c2c1C	1.1	1	1	-0.78	-14	2	1	101	9	1473	-4
C#CCOC(=O)c1ccccc1C(=O)O	0.9	1	9	1.1	9	5	11	98	4	1695	1
NNC(=O)c1sc2cc(C(F)(F)F)cnc2c1-c1ccccn1	1.1	1.1	2	/	-12	8	0	98	4	1366	-8
CC(=O)Nc1c(NC(C)(C)C)c2ccccc2oc1=O	1	1	10	0.084	3	9	1	94	7	1557	-5
C[N+](C)(C)CCNC(=O)c1c(O)c2c([nH]c1=O)CCCC2	0.9	1	0	/	14	15	16	93	4	1600	-7

From PubChem
